From PubChem BioAssay
CCR6 antag = blocks CCL20-driven beta-arrestin recruitment at human CCR6; P51684; 340,000 tested, 0.49% active; CHO-K1 CCR6 PathHunter beta-arrestin, luminescence, CCL20-stimulated; inhibition, % at 20 µM;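 active = compounds whose inhibition of the agonist-driven luminescence signal at 20 µM reaches about 50%, limit read from the data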;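 also: cells stimulated with CCL20 at 14 nM final; plate controls were DMSO with CCL20 for no effect and DMSO without agonist for full effect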
Target sequence (P51684 whole entry, looked up): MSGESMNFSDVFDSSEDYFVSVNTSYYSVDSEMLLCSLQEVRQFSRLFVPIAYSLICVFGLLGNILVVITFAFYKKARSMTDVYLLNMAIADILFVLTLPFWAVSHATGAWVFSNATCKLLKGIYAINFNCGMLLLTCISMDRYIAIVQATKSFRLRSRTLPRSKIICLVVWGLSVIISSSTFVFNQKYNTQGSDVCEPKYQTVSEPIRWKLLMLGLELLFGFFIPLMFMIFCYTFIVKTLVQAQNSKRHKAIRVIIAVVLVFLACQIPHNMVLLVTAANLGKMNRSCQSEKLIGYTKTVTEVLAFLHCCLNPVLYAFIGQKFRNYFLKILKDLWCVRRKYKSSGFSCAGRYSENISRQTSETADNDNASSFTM
APJ ag = agonists of human APJ apelin receptor. 330,000 tested, 0.11% active. activation, % at 20 µM. CHO-K1 APJ PathHunter beta-arrestin, luminescence; 0% DMSO wells, 100% apelin. P35414;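 active = activation more than six SD over the plate average, tested at 20 µM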;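 also: 0% = DMSO alone and 100% = apelin-13 at 10 nM; some results filed as inactive read as strong as hits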
Target sequence (P35414 whole entry, looked up): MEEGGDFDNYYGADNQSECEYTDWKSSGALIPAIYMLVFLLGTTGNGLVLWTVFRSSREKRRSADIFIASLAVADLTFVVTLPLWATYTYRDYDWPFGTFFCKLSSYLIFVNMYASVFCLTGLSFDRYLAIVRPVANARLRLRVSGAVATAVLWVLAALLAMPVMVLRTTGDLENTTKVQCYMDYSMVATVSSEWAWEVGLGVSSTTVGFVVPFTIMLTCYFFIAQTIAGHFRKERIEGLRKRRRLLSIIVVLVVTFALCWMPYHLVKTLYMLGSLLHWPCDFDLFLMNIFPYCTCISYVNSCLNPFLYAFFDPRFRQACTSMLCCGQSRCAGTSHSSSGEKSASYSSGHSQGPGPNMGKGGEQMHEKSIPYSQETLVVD
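Assay system: CHO-K1 APJ beta-arrestin complementation cell line / Compound: single test compound dose, 20 µM final, 1% DMSO / Times: overnight seeding, 90 min compound at 25 °C, 1 h detection / Technique: beta-gal luminescence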
tim23-1 inh = inhibits growth of tim23-1 mutant yeast; S. cerevisiae tim23-1 growth, BacTiter-Glo luminescence, 24 h; inhibition, % at 20 µM; 330,000 tested, 1.3% active; AID 463212;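 active = growth inhibition of the mutant yeast at or above 50%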;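 also: temperature-sensitive mutant grown at 25 °C; plate controls were DMSO-treated mutant yeast for no effect and medium wells lacking yeast for full effect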
Mdm2-MdmX inh = inhibitors of human Mdm2/MdmX interaction | O15151+Q00987 | SaOS-2 split-luciferase Mdm2/MdmX complementation, luminescence | inhibition, % at 8 µM | 330,000 tested, 3% active;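 active = inhibition of at least 50% at 8 µM in the primary screen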
UPR CHOP act = activators of apoptotic arm of unfolded protein response (CHOP) | CHO-CHOP luciferase reporter, UPR activation, luminescence; percent of tunicamycin response over DMSO baseline | 330,000 tested, 0.34% active | activation, % at 10 µM | AID 449763;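 active = at 10 µM dose, activation of 40% or more, normalized to positive control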;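 also: 100% = tunicamycin at 10 µg/mL and 0% = DMSO alone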
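Assay system: CHO cells with stable CHOP pathway luciferase reporter; Buffer or medium: F12 plus 10% serum; Times: 16-18 h cell attachment, then 6 h compound exposure, 37 °C; Signal: luciferase luminescence; Read-out basis: percent activation relative to tunicamycin control; Control set: tunicamycin high control, DMSO low control.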
EBI2 block = antagonists of human EBI2 receptor; P32249; EBI2 beta-arrestin recruitment, luminescence, 7a,25-OHC stimulated; inhibition, % at 5 µM; 360,000 tested, 0.81% active; in the data active = inhibition above about 38%;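 also: enzyme fragment complementation signal reports receptor beta-arrestin coupling in cells; 0% = agonist plus DMSO wells and 100% = wells without agonist; some results beyond the cut were filed as inactive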
XBP1 UPR activ = activators of adaptive arm of unfolded protein response (XBP1); CHO-XBP1 luciferase reporter, IRE1-XBP1 UPR activation, luminescence; percent of tunicamycin response, DMSO as zero; activation, % at 20 µM; 330,000 tested, 0.33% active; AID 463104;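 active = versus positive control, 20 µM dose yields 30% or more activation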;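 also: 100% = tunicamycin at 10 µg/mL and 0% = DMSO only wells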
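Material – CHO cell line with stable XBP1 luciferase reporter · Buffer or medium – F12 plus 10% FBS · Compound – single point, 20 µM final compound, 1% DMSO · Schedule – 16-18 h cell attachment at 37 °C, then 6 h compound exposure · Signal – Steady-Glo luminescence read · Benchmarks – high control tunicamycin 10 µg/mL final, low control DMSO vehicle only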
APJ antagonist = blocks the human apelin receptor APJ; P35414; CHO-K1 APJ beta-arrestin complementation, luminescence; inhibition, % at 20 µM; 330,000 tested, 0.32% active; AID 2521;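 active = inhibition above about 40% at 20 µM, limit read from the data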;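 also: cells challenged with 10 nM apelin-13 agonist together with compound; plate controls were apelin-13 plus DMSO wells for no effect and DMSO wells lacking apelin-13 for full effect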
CXCR6 inh = blocks human CXCR6 beta-arrestin recruitment | O00574 | CHO-K1 PathHunter CXCR6 beta-arrestin, luminescence | inhibition, % at 20 µM | 360,000 tested, 0.36% active | AID 602244; in the data active = inhibition above about 34%, passing the limit was not always enough;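 also: antagonist mode with CXCL16 agonist at 10 nM final; 0% = 10 nM CXCL16 with DMSO and 100% = unstimulated wells without agonist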
Target sequence (O00574 whole entry, looked up): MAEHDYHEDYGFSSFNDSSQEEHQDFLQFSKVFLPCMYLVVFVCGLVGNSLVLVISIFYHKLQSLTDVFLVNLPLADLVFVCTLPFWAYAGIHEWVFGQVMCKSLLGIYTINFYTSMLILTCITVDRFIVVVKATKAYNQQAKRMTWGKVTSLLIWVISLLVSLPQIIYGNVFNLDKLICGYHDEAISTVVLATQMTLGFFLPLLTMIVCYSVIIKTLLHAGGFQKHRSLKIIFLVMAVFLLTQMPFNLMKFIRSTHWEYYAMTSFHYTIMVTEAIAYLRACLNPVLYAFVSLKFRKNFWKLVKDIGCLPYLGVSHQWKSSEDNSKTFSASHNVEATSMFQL
Active calls of the source: *; nt = no result given. Not all compounds are listed; count on the stated rates, not on these rows.

SMILES	CCR6 antag	APJ ag	tim23-1 inh	Mdm2-MdmX inh	UPR CHOP act	EBI2 block	XBP1 UPR activ	APJ antagonist	CXCR6 inh
C=CCSc1ccsc1C(=O)O	-1	0	-3	12	-1.3	-15	1	12	1
CCOc1ccccc1NC(=O)C1CCN(S(C)(=O)=O)CC1	-6	-2	3	-10	-0.2	-11	-3	-7	-2
O=C(C1CCCN(Cc2ccccc2F)C1)N1CCCCC1 (stereo unspecified)	4	0	3	5	0.2	8	-5	8	-5
COCCCNC(=S)N1CCN(C(=O)C(=O)Nc2ccc(C(=O)OC)cc2)CC1	7	-1	6	15	-0.8	-6	-2	-8	-9
Cc1ccc2c(NC(=O)c3ccc(Br)o3)cccc2n1	4	5	4	27	3.0	-4	-1	7	-6
O=C(Nc1ccccc1)c1cc(Cl)nc2ccccc12	12	-1	23	13	5.3	-5	0	6	0
Cc1ccc(Cl)cc1N1CCN(Cc2nc3c(c(=O)[nH]c(=O)n3C)n2CCc2ccccc2)CC1	21	-4	-5	64*	22	10	46*	4	4
CNC(=O)NC(=O)COC(=O)CCc1nc(=O)c2ccccc2n1C	5	-2	2	-8	-0.3	3	2	-34	-9
Cc1ccccc1OCc1n[nH]c(=S)n1-c1ccccc1	3	-3	21	22	-0.7	7	-4	11	9
O=C(Nc1ccc(Cl)cn1)c1cccc(OCc2ccccc2)c1	12	-6	31	14	-0.1	-2	2	11	0
N#Cc1ccc(OCC(=O)NCCCn2ccnc2)cc1	-2	-2	-20	13	-1.8	-6	-3	2	1
Cc1cc2oc(=O)cc(C)c2c(=O)o1	-8	-3	13	12	3.7	-5	0	-7	1
COC(=O)c1ccc(NC(=O)CN2C(=O)CC(C)S(=O)(=O)c3ccccc32)cc1 (stereo unspecified)	7	-2	12	3	0.0	-1	-4	4	2
COc1cccc(N2CCC(N3CCN(C)C(CCO)C3)CC2)c1 (stereo unspecified)	14	-1	5	14	0.6	17	2	-6	1
CC1CCCN(C(=O)C2CCN(CC3CC=CCC3)CC2)C1 (stereo unspecified)	8	-1	16	-13	-1.6	6	3	-7	0
CCOc1ccccc1OCC(=O)OCC(=O)NNC(=O)c1ccc([N+](=O)[O-])cc1	5	-3	-1	8	0.2	-12	-8	-16	-6
CS(=O)(=O)c1ccc(C(=O)Nc2ccc(N3CCCC3)cc2)c(Cl)c1	12	-3	-12	-3	-1.4	-3	-2	13	-12
O=C(C[n+]1ccccc1)N/N=C/c1ccc(Cl)c(Cl)c1	5	-4	1	15	-0.3	3	1	10	11
Cc1ccc(NC(=O)CSc2nc3c(c(=O)n(C)c(=O)n3C)n2C)cc1	12	-1	11	29	1.9	-9	-4	21	-1
Cc1nnc2c3ccccc3c(-c3ccc(O)cc3)nn12	-2	5	3	66*	0.3	-8	1	19	6
Cc1ccc(-n2c(C)cc(C(=O)CSc3nnnn3C)c2C)cc1	-7	8	32	-166	0.7	-6	-2	0	4
Cc1cccc(C2=N/C(=C\c3cccs3)C(=O)O2)c1	16	1	45	23	1.7	6	-3	-4	-1
C[C@@H](C(=O)NCc1ccc(S(C)(=O)=O)cc1)[C@H]1C[C@]1(C)[C@H](NC(=O)OCc1ccccc1)c1ccccc1	0	-3	16	17	2.0	nt	-1	-21	nt
CCCCNC(=O)CSc1nnc(-c2cccc(S(=O)(=O)N3CCOCC3)c2)o1	1	0	-1	-6	0.9	-1	2	1	-2
CCn1c(C)nc2cc(S(=O)(=O)Nc3ccc(C)cc3)ccc21	3	0	10	1	0.2	1	0	9	-2
Cc1cccc(C(=O)OCC(=O)Nc2c(C)n(C)n(-c3ccccc3)c2=O)c1O	10	-3	-6	12	1.2	3	-2	8	13
CCOC(=O)Nc1nc(-c2ccccc2)c(C(=O)c2ccccc2)s1	7	-3	40	61*	0.3	8	31*	-9	0
CN(CC(=O)N1CCN(Cc2ccccc2)CC1)S(=O)(=O)c1ccc(F)cc1	6	1	4	11	-0.4	-3	-6	-2	-6
COc1cccc(C2c3c(oc4ccccc4c3=O)C(=O)N2Cc2ccco2)c1 (stereo unspecified)	12	-7	-9	-58	3.7	14	6	-16	10
Cc1c(O)ccc(C(=O)CN2CCN(c3ccc(F)cc3)CC2)c1O	13	0	-1	4	0.1	6	-3	13	0
Nn1cnnc1SCC(=O)N(C1CCCCC1)C1CCCCC1	-2	-1	20	-14	1.6	-5	-1	-8	6
CSc1nc2ccc(NS(=O)(=O)c3ccc(CNC(C)=O)cc3)cc2s1	6	-2	-9	-6	-2.7	-4	4	13	-6
CCOc1ccc(C(F)(F)F)cc1NC(C)=O	2	-1	20	13	-2.0	3	1	4	0
O=C(NC1CCOCC1)C1CCC(=O)N(Cc2cccc(C(F)(F)F)c2)C1 (stereo unspecified)	-7	-3	13	14	-1.2	-13	-4	0	-6
CC(C)CN(C(=O)C1CCCC1)C1CCS(=O)(=O)C1 (stereo unspecified)	8	-1	17	12	1.5	-8	-1	-17	3
C=C(C)c1cccc(C(C)(C)NC(=O)NCCN(CC)CC)c1	13	-2	5	15	1.9	-3	-6	14	-2
CCS(=O)(=O)N1Cc2ccccc2CC1C(=O)Nc1ccc(OC)cc1 (stereo unspecified)	-1	1	13	-28	3.0	3	9	4	-4
Cc1cc(NC(=O)COc2ccc(C)c(C)c2)no1	13	-2	3	12	2.2	-3	-7	6	2
COc1cc(Cl)c(CC(=O)c2c[nH]c3ccccc23)cc1OC	-7	-1	-6	31	0.5	3	-2	-20	4
Nn1c(Cc2ccc(F)cc2)n[nH]c1=S	12	-1	7	-22	1.3	-9	15	6	0
COc1cccc(CN2CCNC(=O)C2CC(=O)N(C)Cc2nc(C)cs2)c1OC (stereo unspecified)	2	0	3	17	1.4	6	-4	-9	2
CN(CC(=O)Nc1cc(S(=O)(=O)N2CCCC2)ccc1Cl)Cc1cccs1	32	-5	35	15	0.8	9	0	-5	29*
CN(C)C(CNC(=O)C1CCN(S(=O)(=O)c2ccccc2)CC1)c1ccccc1 (stereo unspecified)	8	-1	8	4	-0.8	3	-3	0	1
Cc1ccc(S(=O)(=O)Nc2cc3c4c(c2)CC(=O)N4CCC3)cc1	10	0	-8	13	-0.5	-9	0	0	1
O=C(Nc1ccccc1)N1CCCC(CNS(=O)(=O)Cc2ccccc2)C1 (stereo unspecified)	-1	-1	8	-14	0.9	2	-2	-1	-1
Cc1nn(-c2ccccc2)c(C)c1C(=O)OCC(=O)Nc1ccc2c(c1)OCO2	11	-2	36	7	0.9	6	0	6	-2
Cc1cc(C)n2nc(SCC(=O)N3CCCC(C)C3)nc2n1 (stereo unspecified)	4	1	-3	15	-0.7	1	-2	-10	-5
Cc1cc(C)c2cc(CN(CC3CCCO3)S(=O)(=O)c3ccc4c(c3)OCCO4)c(=O)[nH]c2c1 (stereo unspecified)	4	-2	28	10	2.3	2	-2	7	0
O=C(NC(=S)Nc1ccc2[nH]ncc2c1)c1ccccc1	-2	-2	34	-12	3.0	-8	3	14	22
CC1(C(=O)O)CCC(C(=O)NC2CCCCC2)C1(C)C (stereo unspecified)	4	-6	2	23	-2.0	1	4	-6	-4
Cc1nn(C)c(C)c1S(=O)(=O)N1CCC(C(=O)NCC2COc3ccccc3O2)CC1 (stereo unspecified)	1	0	21	-17	0.6	0	-1	13	-3
Cc1ccsc1C(=O)OCC(=O)Nc1c(Cl)cccc1C(F)(F)F	-1	-2	8	-44	3.5	13	1	20	-1
Cc1cc(O)c(C(C)C)cc1N=C1CSC(=O)N1	0	-13	14	7	1.2	5	-1	-5	-2
CCCCn1c(SCC(=O)NC2CCS(=O)(=O)C2)nnc1-c1ccc(OC)cc1 (stereo unspecified)	-4	-7	-10	10	0.9	-6	-5	16	-2
COCCn1c(SCC(=O)c2cc(C)n(C)c2C)nc2ccccc2c1=O	5	-2	11	-46	7.3	7	0	-20	-1
COC(=O)C1=C(C(=O)OC)C2(OC1c1cccc(F)c1)C(=O)c1ccccc1C2=O (stereo unspecified)	11	-7	32	3	-1.9	2	1	19	1
CC(C)C(=O)N1CCC(c2nc(-c3ccc(S(=O)(=O)N4CCN(C)CC4)cc3)no2)CC1	9	-3	13	-15	-0.2	-10	0	3	0
CC(=O)CSc1nc2c(c(=O)[nH]c(=O)n2C)n1Cc1cccc(Br)c1	18	-3	7	26	0.0	-6	8	18	-5
O=C1CC(c2cc([N+](=O)[O-])ccc2Cl)c2c(ccc3ccccc23)N1 (stereo unspecified)	1	0	-8	32	0.1	-7	0	1	-2
Cc1noc(C)c1CSc1ncnc2sc3c(c12)CCC(C)C3 (stereo unspecified)	nt	2	4	23	1.3	nt	0	16	nt

Shown with values under each structure: 2 of the compounds above.
Each structure is followed by: CCR6 antag	APJ ag	tim23-1 inh	Mdm2-MdmX inh	UPR CHOP act	EBI2 block	XBP1 UPR activ	APJ antagonist	CXCR6 inh
- O=C(Nc1ccccc1)N1CCCC(CNS(=O)(=O)Cc2ccccc2)C1 (stereo unspecified)
 : -1	-1	8	-14	0.9	2	-2	-1	-1
- Cc1nn(-c2ccccc2)c(C)c1C(=O)OCC(=O)Nc1ccc2c(c1)OCO2
 : 11	-2	36	7	0.9	6	0	6	-2

The listing continues.
SMILES	CCR6 antag	APJ ag	tim23-1 inh	Mdm2-MdmX inh	UPR CHOP act	EBI2 block	XBP1 UPR activ	APJ antagonist	CXCR6 inh
COc1ccc(NC(=O)CN2CCN(C(=O)C3CCCO3)CC2)c(OC)c1 (stereo unspecified)	2	11	11	-21	-0.4	4	-4	-10	-13
Cc1ccc(OCCCC(=O)Nc2ccc(S(N)(=O)=O)cc2)cc1	8	-3	12	3	-2.8	-8	-4	4	6
COc1cccc(NC(=O)CN(C)C(=O)CCSc2ccc(C)cc2)c1	3	-3	16	1	1.4	4	-1	-46	-5
CCN(CC)C(=O)Cn1cnc([N+](=O)[O-])n1	-3	4	7	17	-0.6	2	-1	-9	8
CC(C)N1CCNCC1	3	-3	18	2	-1.4	7	-5	-2	0
Cc1ccc(CSc2ccc(S(=O)(=O)N3CCCC3)cn2)cc1	16	-3	16	19	-0.8	13	-1	6	0
COc1cc(NC(=O)Cn2c(=O)n(-c3cccc(C)c3)c(=O)c3c(C)c(C)sc32)cc(OC)c1	0	5	-15	7	0.3	2	8	15	1
Cc1ccc(NC(=O)c2ccc(C(C)(C)C)cc2)cc1[N+](=O)[O-]	14	-2	11	-53	7.4	21	-2	-2	-12
CN(CC(=O)Nc1cccc(F)c1)C(=O)CCCN1C(=O)c2cccc3cccc(c23)C1=O	0	-7	17	12	4.1	-4	2	19	6
Cn1c(CN2CCOCC2)nc2cc(NC(=O)COc3ccc([N+](=O)[O-])cc3)ccc21	2	3	5	-4	3.2	2	0	-3	0

A stretch taken from the entries so far, for reference:
SMILES	CCR6 antag	APJ ag	tim23-1 inh	Mdm2-MdmX inh	UPR CHOP act	EBI2 block	XBP1 UPR activ	APJ antagonist	CXCR6 inh
Cc1ccc(OCCCC(=O)Nc2ccc(S(N)(=O)=O)cc2)cc1	8	-3	12	3	-2.8	-8	-4	4	6
COc1cccc(NC(=O)CN(C)C(=O)CCSc2ccc(C)cc2)c1	3	-3	16	1	1.4	4	-1	-46	-5
